# PAFAH2 inh: PAFAH2 (human) inhibition; Q99487; inhibition, % at 3.39 µM; hit rate 0.99% among 340,000; recombinant PAFAH2, FP-rhodamine activity probe, fluorescence polarization;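 active = inhibition above the mean over all tested compounds plus 3 SD, cut at about 30% in these data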;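 also: inhibitors block probe labeling of enzyme so polarization drops; 0% = enzyme with DMSO and 100% = wells lacking PAFAH2 protein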
# LYPLA2 inh: LYPLA2 (human) inhibition in PME1 counter-screen; hit rate 0.38% among 320,000; AID 2177; recombinant LYPLA2, FP-Rh probe fluorescence polarization; inhibition, % at 5.9 µM; O95372;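 active = inhibition above the screen-wide mean plus 3 SD, limit set per campaign, cut at about 26% in these data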;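 also: 0% = LYPLA2 with DMSO and 100% = wells lacking LYPLA2 enzyme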
# PME-1 primary: blocks human protein phosphatase methylesterase 1. hit rate 0.53% among 320,000. AID 2130. recombinant PME-1, FP-Rh probe fluorescence polarization. inhibition, % at 5.9 µM;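 active = inhibition above the campaign mean of all compounds plus 3 SD, cut at about 26% in these data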;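 also: competitive labeling of PME-1 active site by serine hydrolase directed probe; 0% = PME-1 with DMSO and 100% = wells lacking PME-1 enzyme; inhibitors block probe labeling so polarization falls and inhibition rises; many of its hits are not listed in these tables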
# pPAFAH inh: pPAFAH (human) enzyme inhibition. recombinant pPAFAH, FP-rhodamine probe fluorescence polarization. inhibition, % at 3.39 µM. hit rate 1.5% among 330,000;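 active = inhibition above the mean inhibition across the screen plus 3 SD, cut at about 25% in these data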;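 also: inhibitors block binding of the rhodamine activity-based probe so polarization drops; 0% = enzyme with DMSO and 100% = wells lacking pPAFAH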
# PAFAH1B3 FP inh: blocks human PAF acetylhydrolase 1B catalytic subunit 3 | Q15102 | recombinant PAFAH1B3, FP-rhodamine probe, fluorescence polarization | inhibition, % at 3.39 µM | hit rate 0.28% among 340,000;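 active = inhibition above the screen-wide average of all tested compounds plus 3 SD, cut at about 25% in these data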;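 also: 0% = enzyme with DMSO only and 100% = wells lacking PAFAH1B3 protein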
# PAFAH1B2 inh: inhibitors of human PAFAH1B2; recombinant PAFAH1B2, FP-rhodamine activity probe, fluorescence polarization; inhibition, % at 3.39 µM; hit rate 1.2% among 340,000; AID 492953;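 active = inhibition above the mean of all tested compounds plus 3 SD, cut at about 24% in these data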;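 also: 0% = enzyme with DMSO and 100% = wells lacking PAFAH1B2; many of its hits are not listed in these tables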
# PAD4 FP inh: PAD4 (human) enzyme inhibition; Q9UM07; inhibition, % at 6.36 µM; hit rate 0.41% among 330,000; recombinant PAD4, RCA probe fluorescence polarization; AID 485272;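 active = percent inhibition above a cutoff equal to the mean of all tested compounds plus 3 SD, cut at about 15% in these data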;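 also: 0% = PAD4 with RCA probe and DMSO and 100% = probe without PAD4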
# Target sequence (Q9UM07 whole entry, looked up): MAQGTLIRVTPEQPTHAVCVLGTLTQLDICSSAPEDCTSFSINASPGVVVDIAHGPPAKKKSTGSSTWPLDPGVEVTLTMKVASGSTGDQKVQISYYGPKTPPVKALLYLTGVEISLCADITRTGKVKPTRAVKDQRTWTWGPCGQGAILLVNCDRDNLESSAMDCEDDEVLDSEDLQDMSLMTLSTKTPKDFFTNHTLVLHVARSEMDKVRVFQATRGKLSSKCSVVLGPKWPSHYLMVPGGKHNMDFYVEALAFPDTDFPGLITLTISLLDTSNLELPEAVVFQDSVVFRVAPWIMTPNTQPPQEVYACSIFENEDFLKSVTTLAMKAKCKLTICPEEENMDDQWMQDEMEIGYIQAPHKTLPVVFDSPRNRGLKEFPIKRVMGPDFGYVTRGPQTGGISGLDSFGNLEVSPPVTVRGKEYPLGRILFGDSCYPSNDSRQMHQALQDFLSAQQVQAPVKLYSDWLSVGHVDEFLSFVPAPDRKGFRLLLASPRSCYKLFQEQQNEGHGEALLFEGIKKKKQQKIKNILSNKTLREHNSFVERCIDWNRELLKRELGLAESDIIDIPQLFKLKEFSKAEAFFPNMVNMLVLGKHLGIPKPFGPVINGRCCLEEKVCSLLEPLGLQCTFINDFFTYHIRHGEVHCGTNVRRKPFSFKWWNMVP
# LYPLA1 inh: counter-screen for PME1 inhibitors: inhibitors of human LYPLA1; O75608; recombinant LYPLA1, FP-Rh probe fluorescence polarization; inhibition, % at 5.9 µM; hit rate 0.16% among 320,000;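 active = inhibition above the mean of all tested compounds plus 3 SD, set per campaign, cut at about 14% in these data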;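 also: inhibitors block serine hydrolase probe labeling of LYPLA1 so polarization falls; 0% = enzyme with DMSO and 100% = wells lacking LYPLA1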
# Target sequence (O75608 whole entry, looked up): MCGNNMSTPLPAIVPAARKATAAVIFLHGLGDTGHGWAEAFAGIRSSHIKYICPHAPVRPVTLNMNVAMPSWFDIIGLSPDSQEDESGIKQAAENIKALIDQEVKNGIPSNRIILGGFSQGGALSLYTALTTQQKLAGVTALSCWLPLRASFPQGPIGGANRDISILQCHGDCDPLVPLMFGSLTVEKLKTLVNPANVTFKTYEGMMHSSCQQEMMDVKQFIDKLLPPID
# GSTO1 inh: GSTO1 inhibition, counter-screen for RBBP9 inhibitors; P78417; recombinant GSTO1, activity-based probe fluorescence polarization; inhibition, % at 5.96 µM; hit rate 1.1% among 300,000; AID 1974;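 active = inhibition above the campaign mean inhibition plus 3 SD, cut at about 35% in these data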;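 also: 0% = GSTO1-1 with DMSO and 100% = wells lacking GSTO1-1 enzyme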
# Active calls of the source: *; nt = not tested or not shown.
SMILES,PAFAH2 inh,LYPLA2 inh,PME-1 primary,pPAFAH inh,PAFAH1B3 FP inh,PAFAH1B2 inh,PAD4 FP inh,LYPLA1 inh,GSTO1 inh
COC(=O)c1ccccc1S(=O)(=O)N1CCC(C(=O)OC(C)C(=O)NC(N)=O)CC1 (stereo not given),1,6,1,5,8,1,-2,0,-1
CCc1nc(NCCN2CCOCC2)c(C#N)c2c1CCCC2,4,4,-1,9,7,5,2,-2,-3
CCOC(=O)C1=NNC2(c3ccc(C)cc3)C(=O)N(c3ccccc3)C(=O)C12 (stereo not given),nt,-8,-10,-1,nt,nt,3,0,-2
CC(C)(C)NS(=O)(=O)c1cc(C(=O)Nc2sccc2C#N)ccc1Cl,-6,-9,-11,13,-2,-3,-18,-6,-10
FC(F)(F)c1ccccc1CN1CCCC(N2CCN(c3ccccc3)CC2)C1 (stereo not given),-1,2,-14,-4,0,5,-11,-2,3
OC(CCN1CCCCC1)(c1ccccc1)C1CCCCC1 (stereo not given),4,4,4,-2,5,-4,3,-5,2
CCOc1ccc(N(CC(=O)NCCSc2ccccn2)S(C)(=O)=O)cc1,-2,-8,-1,5,2,4,-2,-3,4
Cc1ccc(NC(=O)c2cccs2)cc1NC(=O)c1ccco1,-1,0,4,0,10,6,-4,-2,0
Cc1ccc(-c2nc3ncccc3o2)cc1NC(=O)c1ccc([N+](=O)[O-])o1,10,0,-4,3,6,5,-1,-1,0
CCCc1nnc(SCC(=O)Nc2cccc(Cl)c2Cl)o1,-2,-2,7,4,8,3,4,2,9
Cc1cc(C)cc(NC(=S)Nc2ccc3cn[nH]c3c2)c1,9,4,2,5,10,1,1,-3,1
CCCCN1CC[C@H]2C=CC[C@@H](C(=O)N3CCN(c4ccccc4)CC3)[C@H]2C1=O,1,-4,-6,4,-9,4,0,-6,3
Cn1c(/C=N/Nc2nc3ccccc3[nH]2)nc2ccccc21,2,-7,48*,5,2,3,-3,-7,6
O=C(CCC1CCCC1)NCCCNC(=O)CCC1CCCC1,4,-5,3,8,1,4,-2,-4,7
COCCCNc1nc2c(c(=O)n(Cc3cccc(Br)c3)c(=O)n2C)n1C,8,-2,0,10,3,5,1,-1,-4
CCOC(=O)c1cc(NC(=O)c2ccc(C)cc2)c(=O)oc1C(F)(F)F,1,-4,-4,5,-1,-1,-3,0,3
CC(=O)Nc1cccc(NC(=O)CN2c3cccc4cccc(c34)S2(=O)=O)c1,1,9,0,-1,-3,2,-5,-4,nt
Fc1ccccc1CNc1ccc(Cl)c(Cl)c1,6,0,1,2,3,0,1,-2,-9
CCn1c(C)c(C)c2cc(C(=O)N3CCN(c4ccccc4)CC3)ccc21,-5,-1,-12,7,-2,-9,-19,-3,-1
CCCc1nc(SCC(=O)N2CCC(C)CC2)c2c(=O)n(C)c(=O)n(C)c2n1,4,2,-4,-3,6,1,-2,3,0
O=[N+]([O-])c1cc(C(F)(F)F)ccc1NCCCCNS(=O)(=O)c1ccc2ccccc2c1,-13,-60,-24,-6,7,15,-2,-25,3
O=C(CNS(=O)(=O)c1cccs1)N1CCCCC1,11,-1,-4,0,-1,0,1,-1,4
COC(=O)[C@H](CC(C)C)NC(=O)c1cc2c(cn1)[nH]c1ccccc12,-1,3,-2,4,-3,-1,2,-4,-4
CCOc1ccc(CN2CCCC(CNC(=O)c3ccc(F)cc3)C2)cc1CO (stereo not given),-2,5,-1,3,5,2,0,2,2

# Given with tabs: entries from further up
Molecule	PAFAH2 inh	LYPLA2 inh	PME-1 primary	pPAFAH inh	PAFAH1B3 FP inh	PAFAH1B2 inh	PAD4 FP inh	LYPLA1 inh	GSTO1 inh
Fc1ccccc1CNc1ccc(Cl)c(Cl)c1	6	0	1	2	3	0	1	-2	-9
CCn1c(C)c(C)c2cc(C(=O)N3CCN(c4ccccc4)CC3)ccc21	-5	-1	-12	7	-2	-9	-19	-3	-1

# The list continues:
SMILES,PAFAH2 inh,LYPLA2 inh,PME-1 primary,pPAFAH inh,PAFAH1B3 FP inh,PAFAH1B2 inh,PAD4 FP inh,LYPLA1 inh,GSTO1 inh
Cc1cc(OCC(=O)OCC(=O)Nc2cc(C(F)(F)F)ccc2N2CCOCC2)ccc1Cl,-1,10,4,5,8,9,5,1,2
Cc1[nH]c(=O)[nH]c(=O)c1/C=N/NC(=O)[C@@H](NC(=O)OC(C)(C)C)C(C)C,10,7,2,0,13,5,1,3,6
CC(=O)[C@H]1CC[C@H]2[C@@H]3CC=C4C[C@@H](O)CC[C@]4(C)[C@H]3CC[C@]12C,2,0,-5,1,1,5,0,-1,3
O=C(C1Cc2ccccc2CN1S(=O)(=O)c1ccc(F)cc1)N1CCOCC1 (stereo not given),4,-8,3,3,5,6,3,-4,1
CCOC(=O)C1=C(O)/C(=C/c2ccccn2)SC1=Nc1ccc(Cl)cc1,-2,-6,4,-3,7,2,-4,-4,-6
COc1cc(C#Cc2c(-c3cncn3C)n(C)c3ccc(-c4ccc5cc[nH]c5c4)cc23)cc(OC)c1,-4,nt,nt,17,-1,7,-3,nt,nt
O=C(CSCc1ccccn1)Nc1ccccc1,-7,-1,0,0,5,-6,2,-1,-5
COc1ccc(C(=O)NC2CCCN(Cc3ccccc3F)C2)c(OC)c1OC (stereo not given),2,0,1,2,2,1,-2,0,7
O=C(Nc1ccc(NC(=O)c2ccco2)cc1)c1cnccn1,-2,1,-6,1,8,6,-3,0,-5
CCCCC1CCC(C(=O)OCC(=O)N(CCOC)c2c(N)n(Cc3ccccc3)c(=O)[nH]c2=O)CC1 (stereo not given),-2,1,0,3,-3,-3,2,1,7
COC(=O)c1cc(NC(=O)c2cccc(C(F)(F)F)c2)c(=O)oc1C/C=N/OCc1cccc(Cl)c1Cl,-19,-14,-14,27*,-3,-2,0,-10,-6
CCN(CC)C(=O)C(=O)c1cn(CC(=O)NCC2CCCO2)c2ccccc12 (stereo not given),-5,-3,2,5,-3,-4,-5,-3,9
CCC(=O)NC(=S)Nc1ccc(OC)cc1OC,9,-5,1,-1,2,-3,-5,1,-3
Cc1ccc(S(=O)(=O)/N=C2/NC(=O)/C(=C\c3ccccc3)S2)cc1,-12,nt,nt,-14,7,8,-7,nt,nt
CCC(=O)Nc1nc2ccc(S(C)(=O)=O)cc2s1,6,-3,-1,-4,6,2,4,2,3
Cc1ccc(OCCC(=O)O)cc1,-2,7,-5,2,11,-2,-5,4,-8
CCN1CCN(S(=O)(=O)c2ccc(OC)c(NC(=O)c3ccccc3)c2)CC1,1,3,-8,4,13,0,-2,2,-3
Cc1cccc(-c2noc(CCCC(=O)Nc3cccnc3)n2)c1,3,-2,-1,-1,18,-3,1,2,-2
C#CCOCCOCCOCCNc1nc(N2CCN(C(=O)[C@H](Cc3cc4ccccc4[nH]3)n3cc([C@@H](N)C(C)CC)nn3)CC2)nc(N2CCN(C(=O)[C@H](CCCCN)n3cc([C@@H](N)CC(C)C)nn3)CC2)n1 (stereo not given in full),nt,-1,0,0,nt,nt,0,0,6
Cc1ccc(NC(=O)CO/N=C/c2ccc(N(C)C)cc2)cc1,-5,-5,-3,-2,7,-6,-10,-5,1
O=C(Nc1ccc(Br)cc1)c1cc([N+](=O)[O-])cc([N+](=O)[O-])c1,-13,0,6,2,5,-2,-5,-5,5
Cc1ccc(CSc2nc3c(c(SCC(=O)O)n2)CCCC3)cc1,0,10,-4,9,4,14,-3,-3,2
COc1ccc(Cc2nc3ccc(C(=O)NCC(C)(C)OC)cc3o2)cc1,1,4,-2,-10,14,-1,-3,-3,-3
CC(C)OC(=O)CSc1nnc(CNc2nc(-c3ccccc3)cs2)n1C,9,1,3,5,-4,2,-2,0,6
COc1cc(C(=O)NCc2ccc(C)cc2)ccc1OCc1c(C)noc1C,-2,6,-2,9,1,5,0,2,-3
COc1ccccc1CNC(=O)CN1CCN(c2ccc(C(C)=O)cc2)CC1,12,2,3,5,-8,-5,0,3,8
COc1cc(C)nc(OCCNC(=O)COc2ccc(Cl)cc2Cl)n1,8,2,3,8,2,3,-1,0,-1
COC(=O)c1oc2ccc(Br)cc2c1NC(=O)c1ccccc1,5,-7,1,2,5,6,2,-2,-1
COc1cccc2cc(-c3nnc(-c4ccccc4)o3)c(=O)oc12,-5,0,-2,4,8,-5,-1,-6,1
COc1cc2cc(CCOC(=O)c3ccco3)oc(=O)c2cc1OC,1,-2,7,0,1,-6,1,-1,nt
Cc1[nH]n(-c2ccccc2)c(=O)c1N=Nc1c(O)cc(S(=O)(=O)N(C)C)c2ccccc12,22,6,54*,22,27*,16,-8,-1,47*
CCOC(=O)c1cc2cc([N+](=O)[O-])cc(OC)c2oc1=O,-10,2,0,3,6,0,-6,-3,3
CCN1CCN(C(CC(C)C)c2nnnn2CS(=O)(=O)c2ccc(C)cc2)CC1 (stereo not given),-3,-4,-2,1,5,4,-3,4,0
CC(=O)c1ccc(OCCCC(=O)N2CCN(S(=O)(=O)c3cccs3)CC2)cc1,9,3,6,2,13,7,-5,4,1
O=c1oc(Nc2ccccc2F)nc2ccccc12,-9,0,7,-4,6,-3,5,0,3
Cc1nc2scc(-c3cccs3)c2c(=O)n1-n1cccc1,1,4,4,4,-1,1,-5,-2,-9
O=C(N/N=C/C=C/c1ccc([N+](=O)[O-])cc1)C1COc2ccccc2O1 (stereo not given),0,-1,9,2,4,3,-2,1,1
O=C(NC(=S)Nc1ccc(Cl)c(C(=O)O)c1)c1ccc(OCc2ccccc2)cc1,5,37*,4,0,7,8,-7,8,-7
CC1CC(C)CN(CCC(=O)Nc2ccc(Br)cc2)C1 (stereo not given),0,-2,-12,1,-3,1,-2,-1,4
CCN1CCc2c(sc(NC(=O)c3ccc(S(=O)(=O)N4CCCC4)cc3)c2C(=O)NC)C1,-2,2,14,2,3,4,1,2,4
COc1cccc(N2CCN(C(=O)c3ccc4nc(N5CCCCC5)sc4c3)CC2)c1,3,8,6,0,3,0,3,5,6
O=C(c1cc2ccccc2oc1=O)N1CCN(CCc2ccccc2)CC1,2,9,3,2,9,1,2,-1,3
COc1ccc(C(=O)O/N=C/c2c(C(F)(F)F)nn(C)c2SCc2ccccc2Cl)cc1,3,-1,-7,-1,3,6,2,-5,4
Cc1csc(=O)n1CCC(=O)OCC(=O)NNC(=O)c1ccc(Br)cc1,-1,-1,-4,2,-4,1,6,-3,nt
COc1ccc(Nc2cccc3ccccc23)cc1,-8,8,10,15,14,1,-5,1,8
Cc1ccc(N=C2C(=O)Nc3ccccc32)cc1C,-1,4,-1,-6,15,-4,-4,-1,2
COc1ccc(Cl)cc1S(=O)(=O)N1CCN(Cc2ccc3c(c2)OCO3)CC1,6,4,10,3,8,4,0,-1,2
CCC(C(=O)Nc1ccc(C(C)C)cc1)c1ccccc1 (stereo not given),-9,-3,-4,2,-2,-1,0,6,1
NC(=O)[C@@H]1CCCN1C(=O)c1ccc2nc(Cc3ccccc3F)oc2c1,10,11,6,2,-4,3,5,4,8
Cc1ccc(C(=O)NCCCNC(=O)c2ccc(Cl)cc2)cn1,-6,-3,5,4,6,1,-7,-1,2
Cc1cccc(OCC(=O)NCC2CCCO2)c1C (stereo not given),8,1,-1,8,0,3,-3,0,3
O=[N+]([O-])c1ccccc1NCc1c(O)ccc2ccccc12,0,22,9,7,1,10,-4,-6,2
O=C(/C=C/Nc1ccc(Oc2ccccc2Cl)cc1)c1ccco1,-1,2,-4,23,1,5,-4,-3,9
CCOc1cc(/C=N\NC(=O)C2C(=O)NCC2c2ccccc2)ccc1OC (stereo not given),6,-4,0,3,3,-21,-4,2,4
CCOc1ccc(-c2cnc(N)n2C)cc1,-5,3,-2,3,9,5,3,2,-7

# Not all compounds are listed; rates above refer to the full screens.
